ANO1 activ = TMEM16A chloride channel activators or potentiators, primary screen, cell-based, HTS; Anoctamin-1 (Mus musculus), Q8BHY3; HEK293 TMEM16A/YFP-H148Q/I152L, iodide quench fluorescence; active compounds read low; B-score at 10 µM; 0.3% of 340,000 active; AID 623877, 2012;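 active = fluorescence-ratio B-score plate-corrected deviation score at least 3 library SD below zero, with starting fluorescence score within 5 deviations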;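 note: channel opened by trigger with iodide after compound preincubation; score built on the fluorescence ratio of max minus min over baseline; more negative score means more quench and so TMEM16A activation or potentiation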
Target sequence (Q8BHY3 whole entry, looked up): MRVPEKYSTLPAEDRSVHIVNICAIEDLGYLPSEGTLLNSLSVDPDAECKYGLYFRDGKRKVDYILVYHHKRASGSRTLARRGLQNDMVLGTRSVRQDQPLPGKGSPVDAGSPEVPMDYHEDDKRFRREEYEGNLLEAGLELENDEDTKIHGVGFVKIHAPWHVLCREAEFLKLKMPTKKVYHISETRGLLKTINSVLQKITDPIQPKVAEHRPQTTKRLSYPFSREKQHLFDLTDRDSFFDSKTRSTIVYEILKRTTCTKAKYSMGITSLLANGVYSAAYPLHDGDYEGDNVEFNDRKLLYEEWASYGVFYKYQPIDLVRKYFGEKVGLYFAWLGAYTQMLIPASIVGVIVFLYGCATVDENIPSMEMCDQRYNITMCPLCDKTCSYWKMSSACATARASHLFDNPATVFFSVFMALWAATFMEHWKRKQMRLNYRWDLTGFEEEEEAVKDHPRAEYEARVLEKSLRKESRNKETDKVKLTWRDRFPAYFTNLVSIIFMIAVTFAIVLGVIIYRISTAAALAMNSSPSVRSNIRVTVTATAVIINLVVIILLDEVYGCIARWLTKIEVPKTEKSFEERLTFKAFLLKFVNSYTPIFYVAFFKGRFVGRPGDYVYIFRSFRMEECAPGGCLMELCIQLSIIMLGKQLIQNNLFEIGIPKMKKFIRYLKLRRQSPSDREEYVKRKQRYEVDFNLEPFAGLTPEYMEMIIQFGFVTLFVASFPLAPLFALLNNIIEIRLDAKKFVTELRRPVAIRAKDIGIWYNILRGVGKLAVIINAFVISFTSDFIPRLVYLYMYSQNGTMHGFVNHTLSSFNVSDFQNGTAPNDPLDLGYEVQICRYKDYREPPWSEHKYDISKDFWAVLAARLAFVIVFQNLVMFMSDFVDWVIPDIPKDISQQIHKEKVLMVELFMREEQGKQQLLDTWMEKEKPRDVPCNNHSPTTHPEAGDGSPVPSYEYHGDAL
SKKanGAS inh = S. pyogenes SKKanGAS growth inhibitors in kanamycin, primary screen, streptokinase expression inhibitor project, SKKanGAS strain, BacTiter-Glo luminescence. 6 h. inhibition, % at 7.5 µM. 1.3% of 300,000 active. AID 1662, 2009;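 active = mean replicate score, as percent of positive control median, at least 50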;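 note: strain carries kanamycin resistance gene driven by streptokinase promoter and grows in 40 µg/ml kanamycin; loss of luminescence reflects streptokinase promoter inhibition or plain growth inhibition; 0% = median of DMSO wells and 100% = positive control at its reference dose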
KCNQ1 pot = potentiators or activators of KCNQ1 channel, primary screen, cell-based, thallium flux, high-throughput. 0.35% of 310,000 active. CHO-K1 KCNQ1, thallium flux FluxOR fluorescence; active compounds read high. B-score at 10 µM;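 active = fluorescence ratio B-score, a plate-corrected score, at least three library SD, with initial intensity B-score within 5 SD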
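Medium – assay buffer, equal DMSO in all wells · Material – CHO-K1 cell line with stable KCNQ1 potassium channel expression · Signal – kinetic FluxOR thallium fluorescence, 10-s 1-Hz baseline, 110-s post-stimulus read · Compound – single concentration per compound, DMSO matched to controls · Schedule – 37 °C overnight plating, 90-min dark dye load, 20-min compound pretreatment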
KCNK9 block = KCNK9 potassium channel inhibitors, primary screen, HEK293 cells, thallium flux | Potassium channel subfamily K member 9 (Homo sapiens), Q9NPC2 | FluxOR thallium flux fluorescence; active compounds read low | B-score at 10 µM | 1.2% of 310,000 active | AID 488922, 2010;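 active = ratio B-score over 3 SD below the library mean, with starting fluorescence within 5 SD of its mean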;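 note: negative B-score means less thallium flux so channel inhibition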
KCNK3 block = human KCNK3 channel inhibitors, primary screen, CHO cells, FluxOR thallium flux, B-score. Potassium channel subfamily K member 3 (Homo sapiens), O14649. FluxOR fluorescence; active compounds read low. B-score at 10 µM. 0.84% of 340,000 active. AID 602410, 2012;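 active = B-score under library mean minus 4 SD, starting fluorescence ratio at most library mean plus 5 SD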;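 note: more negative B-score means stronger inhibition of thallium flux through KCNK3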
RGS4 act = RGS4 potentiators or activators, primary screen, cell-based, HEK293 M3R inducible RGS4, calcium flux; carbachol calcium flux Fluo4; active compounds read low; AID 463111, 2010; 0.92% of 310,000 active; B-score at 10 µM;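 active = B-score of the integrated calcium signal more than 4 SD below the library mean, with starting fluorescence not abnormally high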;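 note: negative B-score means reduced calcium response which marks RGS4 activation or potentiation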
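test system = HEK293 cells with stable M3R and inducible RGS4 | schedule = recording 10 s baseline at 1 Hz, 100 s post-agonist | technique = Fluo4-AM (2 µM) calcium-flux fluorescence, kinetic read | measure = Agonist-evoked peak-minus-minimum fluorescence over baseline, integrated ratio, B score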
KCNQ1 inh = inhibitors of human KCNQ1 channel, primary screen, cell-based, thallium flux, high-throughput; Potassium voltage-gated channel subfamily KQT member 1 (Homo sapiens), P51787; CHO-K1 KCNQ1, FluxOR thallium flux fluorescence; active compounds read high; B-score at 10 µM; 1.3% of 310,000 active; AID 2642, 2010;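 active = compounds whose thallium flux B-score, printed positive for inhibition, exceeds three library SD while starting fluorescence stays within three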;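 note: channel opened by potassium depolarization with thallium stimulus after 20 min compound exposure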
hERG protect = hERG rescue from dofetilide block, primary screen, cell-based, CHO-hERG, FluxOR thallium flux, dofetilide IC70 | Voltage-gated inwardly rectifying potassium channel KCNH2 (Homo sapiens), Q12809 | dofetilide IC70 present | activation (rescue from dofetilide block), less the hit threshold, % at 10 µM | 0.51% of 310,000 active | AID 1511, 2009;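 active = activation above the mean of controls blocked by dofetilide plus 5 SD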;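 note: thallium influx through hERG after potassium depolarization seen as dye fluorescence rise; in these data hits start at about 4.7%; inactives centre near -7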
HDAC3 inh = HDAC3 deacetylase inhibitors, primary screen, biochemical, fluorescence, cell-free homogeneous. Histone deacetylase 3 (Homo sapiens), O15379. recombinant HDAC3, fluorogenic peptide/trypsin coupled. inhibition, % at 8.3 µM. 0.15% of 320,000 active; in the data active = inhibition above about 26%, passing the limit was not always enough
ANO1 block = TMEM16A chloride channel inhibitors, primary screen, cell-based, HTS | 1.2% of 310,000 active | normalized B-score (activity score, 25-100; higher = stronger inhibition) at 10 µM | Anoctamin-1 (Mus musculus), Q8BHY3 | HEK293 TMEM16A/YFP iodide influx fluorescence, ionomycin;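 active = ratio plate-corrected score three or more library SD toward inhibition, starting fluorescence score within five deviations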;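 note: score derived from kinetic fluorescence span divided by baseline fluorescence per well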
RGS4 inh = RGS4 inhibitors, primary screen, cell-based, HEK293 M3R inducible RGS4, calcium flux; Regulator of G-protein signaling 4 (Homo sapiens), P49798; Fluo-4 calcium flux; active compounds read high; triggered by carbachol at its EC20; B-score at 10 µM; 0.45% of 310,000 active; AID 463165, 2010;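 active = B-score, a plate-corrected calcium signal, over three deviations above library mean, with baseline fluorescence within five deviations of library mean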;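 note: RGS4 expression induced by doxycycline in cells with stable M3 receptor; B-score is computed from the integrated fluorescence ratio over baseline after carbachol; higher B-score means a larger calcium signal and so more RGS4 inhibition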
Starred values were filed as active, the others as inactive; i = inactive; nt = no result given. An unsorted share of the library; 6.3% or so of the library scored in one or more.

SMILES	ANO1 activ	SKKanGAS inh	KCNQ1 pot	KCNK9 block	KCNK3 block	RGS4 act	KCNQ1 inh	hERG protect	HDAC3 inh	ANO1 block	RGS4 inh
Cc1ccnc2nc(C(=O)OCC(=O)Nc3ccc4c(c3)OC(F)(F)O4)nn12	i	17	i	i	i	i	i	-5	2	i	i
O=C(CCCOc1ccc(Cl)cc1)Nc1nncs1	i	-4	i	i	i	i	i	-7	4	i	i
COC(=O)C1=C(C)N(C2CCCCC2)C(=O)C1	i	-3	i	i	i	i	i	-10	5	i	i
COc1cc2c(C(=O)N3CCN(C)CC3)c(CSc3ccccc3)n(C)c2cc1Br	i	4	i	i	i	i	i	-11	7	i	i
Cc1ccc(NC(=O)CCNC(=O)c2ccccc2Cl)cc1S(=O)(=O)N(C)C	i	11	i	i	i	i	i	-6	0	i	i
CCCNC(=O)c1ccc(Cl)c(Cl)c1	i	1	i	i	i	i	i	-11	-2	i	i
CCOc1cccc(C(=O)Nc2ccncc2)c1	i	1	i	i	i	i	i	-3	nt	i	i
Cc1nnc(-c2ccccc2)[nH]c1=O	i	-12	i	i	i	i	i	-1	0	i	i
O=C(C(=O)N1CCN(c2ccc([N+](=O)[O-])cc2)CC1)c1cn(CC(=O)N2CCOCC2)c2ccccc12	i	-4	i	i	i	i	i	-6	3	i	i
COc1ccc(Cl)cc1C(=O)CSc1nc(N)cc(N)n1	i	nt	i	i	i	i	i	-14	-6	i	i
CC(C)(C)c1ccc(-c2nc(C#N)c(NCc3cccnc3)o2)cc1	i	-3	i	i	i	i	i	-10	2	i	i
CSc1ccccc1C(=O)N1CCC(CCC(=O)NCc2ccc(F)cc2)CC1	i	-12	i	i	i	i	i	-6	0	i	i
O=C1c2ccc(Oc3ccc4c(c3)C(=O)N(CCCCO)C4=O)cc2C(=O)N1CCCCO	i	-3	i	i	i	i	i	-9	0	i	i
COc1ccc(C2(c3ccc(OC)cc3)NC(=O)N(CC(=O)NC(C)C)C2=O)cc1	i	-9	i	i	i	i	i	-11	-1	i	i
O=C(c1ccc(N2CCOCC2)c([N+](=O)[O-])c1)N1CCN(S(=O)(=O)c2cccs2)CC1	i	7	i	i	i	i	i	-4	1	i	i
CCOc1ccc(-n2cnnn2)cc1S(=O)(=O)N1CCCCC1	i	9	i	i	i	i	i	-6	-3	i	i
Nc1ccccc1SCc1ccccc1	i	5	i	i	i	i	i	-21	6	i	i
O=C(O)CSCC(=O)NCc1ccccc1	i	-4	i	i	i	i	i	-6	3	i	i
S=C(NCCc1ccccc1)N1CCCC1	i	-3	i	i	i	i	i	-7	-4	i	i
CCOc1cccc(CNCCNC(=O)c2nonc2N)c1	i	-17	i	i	i	i	i	-12	3	i	i
O=C(NCCc1nc2ccccc2[nH]1)/C(=C/c1ccco1)NC(=O)c1ccc(Br)cc1	i	-4	i	i	i	i	i	-24	3	i	i
Cc1cc(OC(=O)c2ccccc2Br)c([N+](=O)[O-])c(=O)[nH]1	i	0	i	i	i	i	i	-10	-2	i	i
O=[N+]([O-])c1cc(S(=O)(=O)Nc2ccccc2)ccc1N1CCN(c2ccc(O)cc2)CC1	i	11	i	i	i	i	i	-7	nt	i	i
Cc1cccc(OCCn2cc(/C=N/NC(=O)c3ccncc3)c3ccccc32)c1	i	12	i	i	i	i	i	-6	8	i	i
CCOC(=O)CN(C(=O)CSc1nnc(CNc2ccc(F)cc2)n1C)c1ccccc1	i	-3	i	i	i	i	i	-6	1	i	i

The list goes on:
SMILES	ANO1 activ	SKKanGAS inh	KCNQ1 pot	KCNK9 block	KCNK3 block	RGS4 act	KCNQ1 inh	hERG protect	HDAC3 inh	ANO1 block	RGS4 inh
O=C(COC(=O)c1ccc2c(c1)C(=O)N(CCc1ccccc1)C2=O)Nc1ccc(OC(F)F)cc1	i	5	i	i	i	i	i	-12	-7	i	i
Cc1nn(C(C)C(=O)Nc2ccc(Cl)cn2)c(C)c1[N+](=O)[O-] (stereo not drawn)	i	0	i	i	i	i	i	-5	-11	i	i
C/C(=N\NC(=O)c1ccc(Cl)cc1)c1cccc(NC(=O)c2cccnc2)c1	i	0	i	i	i	i	i	-4	nt	i	i
COc1ccc(C)cc1S(=O)(=O)Nc1ccccc1C	i	-1	i	i	i	i	i	-7	2	i	i
O=C(NCCCN1CCOCC1)c1cc(C(=O)C2CCCCC2)c[nH]1	i	0	i	i	i	i	i	0	nt	i	i
COc1ccc(/C=N/NC(=O)c2ccccc2OC)cc1COc1ccc(C)cc1	i	3	i	i	i	i	i	-8	-1	i	i
COC(=O)c1ccc(C(=O)OC)c(NC(=O)Nc2ccc3c(c2)OCO3)c1	i	-11	i	i	i	i	i	-6	-8	i	i
CN1CCN(C(=O)C2CC(c3c(F)cccc3Cl)=NO2)CC1 (stereo not drawn)	i	-4	i	i	i	i	i	-1	-5	i	i
Cc1ccc(NC(=O)/C(=C/c2cccc([N+](=O)[O-])c2)NC(=O)C2CCCCC2)cc1	i	0	i	i	i	i	i	-8	-4	i	i
COC(=O)c1onc(-c2ccccc2)c1C(=O)OC	i	-4	i	i	i	i	i	-7	0	i	i
NSc1nc(N)c2nc(-c3ccccc3)c(-c3ccccc3)nc2n1	i	11	i	i	i	i	i	-8	-13	i	i
Cc1sc2ncnc(SCC(=O)N3CCCCC3)c2c1C	i	0	i	i	i	i	i	-2	5	i	i
S=C1NCN(Cc2ccccc2)CN1	i	-3	i	i	i	i	i	-10	-3	i	i
Cc1c(N(C)S(=O)(=O)c2cccc(C(=O)NCC3CCCO3)c2)c(=O)n(-c2ccccc2)n1C (stereo not drawn)	i	-9	i	i	i	i	i	-9	-2	i	i
Cc1cc(C)cc(NC(=O)CSc2nnc(Cc3cccn3C)n2-c2ccc(F)cc2)c1	i	10	i	i	i	i	i	-6	9	i	i
CN(C)c1ccc(/C=C(/NC(=O)c2ccccc2)C(=O)N/N=C/c2ccc([N+](=O)[O-])c(O)c2)cc1	i	8	i	i	i	i	i	-12	-4	i	i
CCc1ccc(-n2cc(-c3ccc(F)cc3)[n+]3c2SCCC3)cc1	i	-1	i	i	i	-7.3*	6*	-18	-2	i	i
CC1=CC(C)(C)N(C(=O)Nc2ccccc2)c2ccccc21	i	-7	i	i	i	i	i	-8	5	i	i
CC(Oc1ccc(F)cc1)C(=O)Oc1ccc(N(C)S(=O)(=O)c2ccccc2)cc1 (stereo not drawn)	i	-3	i	i	i	i	i	-9	-6	i	i
CC(=O)c1sc(-c2ccc(F)cc2)cc1NS(=O)(=O)c1ccccc1	i	-10	i	i	i	i	i	-6	0	i	i
Cc1nc(N2CCN(C(=O)c3ccco3)CC2)c2oc3ccccc3c2n1	i	-10	i	i	i	i	i	-15	-4	i	i
O=C(Nc1ccc(S(=O)(=O)N2CCCCC2)cc1)C1CCN(C(=O)c2ccco2)CC1	i	-3	i	i	i	i	i	-8	-3	i	i
CC(C)[C@H](NS(=O)(=O)c1ccccc1)C(=O)OCn1nnc2ccccc2c1=O	i	4	i	i	i	i	i	-9	1	i	i
COc1ccc(-c2[nH]nc3c2C(c2ccccc2OC(=O)N2CCOCC2)C(C#N)=C(N)O3)cc1 (stereo not drawn)	i	-2	i	i	i	i	i	-5	3	i	i
Cc1cc(=O)oc2cc(OCC(=O)OCC(=O)NC(=O)NC(C)C)ccc12	i	4	i	i	i	i	i	-19	-25	i	i

(next part)
SMILES	ANO1 activ	SKKanGAS inh	KCNQ1 pot	KCNK9 block	KCNK3 block	RGS4 act	KCNQ1 inh	hERG protect	HDAC3 inh	ANO1 block	RGS4 inh
CCOc1ccc(N(CC(=O)Nc2ccc(C)cc2)S(=O)(=O)c2c(C)noc2C)cc1	i	3	i	i	i	i	i	-3	-4	i	i
O=C(CSc1nncc2ccccc12)N1CCOCC1	i	-1	i	i	i	i	i	-12	6	i	i
Cc1ccn2cc(CNC(=O)c3cccs3)nc2c1	i	-2	i	i	i	i	i	-11	2	i	i
O=C(COC(=O)CCS(=O)(=O)c1ccccc1)Nc1cc(S(=O)(=O)N2CCCCC2)ccc1Cl	i	-4	i	i	i	i	i	-14	5	i	i
COc1ccc(NC(=O)C/C(C)=N/NC(=O)C(=O)NC(C)C)c(OC)c1	i	-1	i	i	i	i	i	-9	-10	i	i
COC(=O)CSc1nc(N)c(C#N)c(CC(C)C)c1C#N	i	-1	i	i	i	i	i	-3	2	i	i
CCNC(=O)C(Sc1ccccc1)c1ccccc1 (stereo not drawn)	i	6	i	i	i	i	i	-6	-5	i	i
CCOC(=O)Cn1nnc(-c2ccccc2)n1	i	0	i	i	i	i	i	-4	0	i	i
CCN(CC(=O)Nc1c(F)cccc1F)C(=O)CCN1C(=O)c2cccc([N+](=O)[O-])c2C1=O	i	-2	i	i	i	i	i	-15	2	i	i
CCCCN(C/C=C/c1ccccc1OC)Cc1ccccc1	i	8	i	i	i	i	i	-5	1	i	i
CCc1ccc(N2CC(C(=O)Nc3ccc(S(=O)(=O)NCC4CCCO4)cc3)CC2=O)cc1 (stereo not drawn)	i	7	i	i	i	i	i	-5	6	i	i
Cc1cccc(NC2=NC(=S)N(c3ccc(C(=O)O)cc3)C23CCCCC3)c1	i	-1	i	i	i	i	i	-4	-3	i	i
Cc1ccc(SCC(=O)Nc2ccc(S(=O)(=O)Nc3ncccn3)cc2)cc1	i	3	i	i	i	i	i	-8	1	i	i
COc1ccc(COC(=O)N/C=C/c2ccco2)cc1	i	25	i	i	i	i	i	-7	2	i	i
CCOC(=O)CN(C(=O)CSc1nnc(-c2cccc(OC)c2)o1)c1ccc(F)cc1	nt	2	i	i	i	i	i	-10	5	i	i
CSc1ccc(-c2nnn(CC(=O)NCc3ccccc3)n2)cc1	i	0	i	i	i	i	i	-5	-3	i	i
